# Screening results (PubChem)
# HGIII-sPLA2 inh – Inhibits HGIII-sPLA2 liposome hydrolysis, primary screen | Q9NZ20 | QFRET BODIPY PC-A2 liposome hydrolysis, fluorescence | inhibition, % at 12.2 µM | hit rate 0.56% among 370,000;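 active = inhibition above mean plus 3 SD of compounds lying within the high and low control bounds, cut at about 19% in these data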;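 note: 0% = median of test compound wells and 100% = no enzyme DMSO wells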
# FXN GAA850 act – frataxin GAA850 promoter activation. HEK293 lucGAA850 FXN promoter luciferase reporter, 24 h; percent of 10 µM SAHA response. activation, % at 6 µM. hit rate 0.56% among 360,000. AID 540364;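 active = activation above the average of all compounds screened plus 3 SD, cutoff fixed separately per campaign, cut at about 7.5% in these data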;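 note: 0% = DMSO wells and 100% = 10 µM SAHA wells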
# rCAG RNA binder – binds r(CAG) RNA repeats | r(CAG) RNA repeat, TO-PRO-1 dye displacement fluorescence | inhibition, % at 3 µM | hit rate 1.3% among 370,000;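 active = inhibition above the plate cutoff, the mean of all test compounds on that plate plus 3 SD, cut at about 35% in these data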;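 note: 0% = DMSO alone and 100% = 100 µM mitoxantrone as full dye displacement; higher means more dye released from RNA so lower well fluorescence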
# ASAP1 GAP inh – ASAP1 ArfGAP inhibition; Q9ULH1; ASAP1-stimulated ARF1 GTP hydrolysis, GDP FP detection; inhibition, % at 16.5 µM; hit rate 0.19% among 360,000; in the data active = inhibition above about 25%;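 note: 0% = vehicle with enzyme and substrate and 100% = no enzyme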
# DDE Tn6 FP inh – disrupts Tn6 cyclic peptide binding to fibrin D-Dimer-E complex; P02675; Fibrin DD(E) TRITC-Tn6 fluorescence polarization displacement; inhibition, % at 8.3 µM; hit rate 0.21% among 370,000; AID 720509;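 active = inhibition above a per-campaign cutoff: mean of compounds within control limits plus 3 SD, cut at about 15% in these data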;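 note: 0% = median of all compound wells on the plate and 100% = blocking peptide control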
# ARFGAP1 inh – inhibits rat ARF GTPase activating protein 1; Q62848; Arfgap1-stimulated ARF1 GTP hydrolysis, GDP FP detection; inhibition, % at 16.5 µM; hit rate 0.26% among 360,000; AID 651572;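 active = inhibition above a per-plate limit, mean inhibition of low control wells plus 3 SD, cut at about 25% in these data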;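 note: 0% = DMSO wells with enzyme and 100% = wells lacking Arfgap1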
#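 material = rat Arfgap1 catalytic domain, aa 1-136 | also added = human ARF1(Δ1-17)-GTP substrate | compound dosing = one concentration, 16.5 µM, DMSO 1.26% | times = GTP hydrolysis reaction 2 h at 25 °C | measured by = FP, GDP Alexa 633 tracer displaced from anti-GDP antibody, 620/688 nm | evaluation = percent inhibition of Arfgap1-stimulated GTP hydrolysis | replication = single well per compound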
# NPR2 activator – GC-B (human) receptor activation; P20594; activation, % at 10 µM; hit rate 0.11% among 370,000; HEK293-GC-B cells, CNP EC30, cGMP TR-FRET; 0% at EC30 CNP, 100% saturating CNP;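 active = activation at 10 µM reaching about 35% in either raw or pattern-adjusted values, limit read from the data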
# ADAM10 inh – ADAM10 inhibition, QFRET primary screen; AID 720582; recombinant ADAM10, EDANS/DABCYL FRET peptide cleavage, 3 h; hit rate 0.62% among 370,000; inhibition, % at 7 µM;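 active = inhibition above a per-campaign cutoff equal to the mean of compounds falling between control-based bounds plus 3 SD, cut at about 20% in these data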;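 note: 0% = DMSO wells while the 100% control is not disclosed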
# GC-A act – GC-A (human) enzyme activation; P16066; HEK293 GC-A cells, cGMP TR-FRET, EC30 ANP; 0% at EC30 ANP, 100% saturating ANP; activation, % at 10 µM; hit rate 0.14% among 370,000; in the data active = activation above about 40%
# Target sequence (P16066 whole entry, looked up): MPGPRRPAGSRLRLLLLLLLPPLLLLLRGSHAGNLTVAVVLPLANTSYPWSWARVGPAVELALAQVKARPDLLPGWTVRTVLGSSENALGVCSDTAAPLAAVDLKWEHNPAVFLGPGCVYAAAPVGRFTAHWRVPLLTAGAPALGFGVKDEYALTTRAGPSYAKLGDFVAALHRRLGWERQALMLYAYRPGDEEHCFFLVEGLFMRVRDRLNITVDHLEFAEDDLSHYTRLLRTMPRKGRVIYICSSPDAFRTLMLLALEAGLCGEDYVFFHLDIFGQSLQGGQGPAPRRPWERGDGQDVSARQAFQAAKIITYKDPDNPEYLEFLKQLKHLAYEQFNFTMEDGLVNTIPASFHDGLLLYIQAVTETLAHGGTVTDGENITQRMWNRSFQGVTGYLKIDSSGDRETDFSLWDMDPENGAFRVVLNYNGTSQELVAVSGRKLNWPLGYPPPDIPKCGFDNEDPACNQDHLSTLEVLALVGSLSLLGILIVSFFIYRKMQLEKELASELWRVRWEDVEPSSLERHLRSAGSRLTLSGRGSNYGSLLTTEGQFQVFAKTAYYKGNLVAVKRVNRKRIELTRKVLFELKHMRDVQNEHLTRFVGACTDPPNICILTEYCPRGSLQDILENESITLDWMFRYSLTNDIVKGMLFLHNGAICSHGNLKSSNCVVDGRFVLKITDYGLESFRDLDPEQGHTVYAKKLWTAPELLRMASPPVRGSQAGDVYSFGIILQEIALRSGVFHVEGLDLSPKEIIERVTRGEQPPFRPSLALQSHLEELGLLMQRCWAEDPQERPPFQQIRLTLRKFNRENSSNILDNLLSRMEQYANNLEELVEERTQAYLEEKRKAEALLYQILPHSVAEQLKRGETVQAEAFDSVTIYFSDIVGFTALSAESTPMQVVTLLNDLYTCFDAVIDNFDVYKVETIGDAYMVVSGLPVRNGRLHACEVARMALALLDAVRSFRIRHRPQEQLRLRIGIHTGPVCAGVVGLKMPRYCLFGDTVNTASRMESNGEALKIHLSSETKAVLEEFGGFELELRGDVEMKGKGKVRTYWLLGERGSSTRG
# proKLK7 act – proKLK7 (human) activation, primary screen | purified proKLK7, EDANS-DABCYL substrate fluorescence; 100% is mature enzyme control, 0% vehicle | hit rate 0.9% among 370,000 | activation, % at 7 µM;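 active = activation above the mean of all tested compounds plus 3 SD, computed per campaign excluding outliers beyond control limits, cut at about 13% in these data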
# Starred values were filed as active, the others as inactive; i = inactive; · = not tested or not shown.
SMILES,HGIII-sPLA2 inh,FXN GAA850 act,rCAG RNA binder,ASAP1 GAP inh,DDE Tn6 FP inh,ARFGAP1 inh,NPR2 activator,ADAM10 inh,GC-A act,proKLK7 act
Cc1ccc(C(=O)OC(C)C(=O)NC2CCCCC2)cc1S(=O)(=O)N1CCCCC1 (stereo not drawn),-4,-0.3,5,-10,-1,-3,6,12,0,-0.3
Cc1ccc([C@H]2C(C(=O)O)=C[C@@H](C(C)(C)C)N2S(=O)(=O)c2ccc(C)cc2)cc1,-9,-0.9,42*,-10,5,-14,-2,-9,2,0.9
COc1ccc(S(=O)(=O)N(CC(=O)O)c2ccccc2)cc1,6,-0.6,-1,7,-8,4,0,0,6,-0.1
CCOC(=O)C1CCCN(C(=O)CSc2ccc(NC(C)=O)cc2)C1 (stereo not drawn),-1,-0.9,-5,9,-3,5,3,-1,-2,-0.1
CCc1c(C)nc(N)n2c(SCC(=O)Nc3ccccc3OC)nnc12,-2,-1.0,-4,13,8,-1,-5,-4,-2,-0.3
O=C(OCc1cnc(Cl)s1)c1ccc(Cl)cc1,8,2.9,-1,9,2,-14,3,5,2,-0.1
Cc1ccc(SCCN2CCC(C(C)(C)C)CCC2=O)cc1 (stereo not drawn),-1,3.1,-9,-12,-5,0,1,9,2,0.1
CC(=O)c1c(C)[nH]c(C(=O)COC(=O)C2(C)CC2(Cl)Cl)c1C (stereo not drawn),2,-1.1,0,-8,10,3,1,-6,0,0.1
CCCN1CCN(CCCNC(=O)Cn2nc(-c3ccc(C)cc3)ccc2=O)CC1,0,1.2,-6,14,4,-1,2,-20,-4,0.7
COc1ccccc1N(CC(=O)Nc1cccnc1)S(=O)(=O)c1ccccc1,0,1.3,-4,4,2,7,-2,-2,-1,-0.5
Cc1cc(NC(=O)C(C)SCC(=O)Nc2cccc(S(=O)(=O)N3CCCCCC3)c2)no1 (stereo not drawn),-14,-0.1,2,20,-3,6,-2,-5,-2,-0.6
Cc1noc(C)c1S(=O)(=O)N1CCCc2nc(-c3ccc(F)cc3)ccc21,-3,·,2,-9,1,7,-1,2,1,1.1
C/C(CCC1CC(C)OC1=O)=N\NC(N)=S (stereo not drawn),9,2.7,-2,3,-6,9,5,0,5,-1.4
O=Cc1cn(CC(=O)N2CCCc3ccccc32)c2ccccc12,-12,0.6,-4,8,1,7,-11,3,-9,0.8
O=C(C[n+]1ccccc1)Nc1ccc(Cl)c([N+](=O)[O-])c1,-3,-0.2,2,0,-5,3,3,7,3,0.5
O=C(OCc1cc(=O)oc2cc(O)ccc12)c1cc(S(=O)(=O)N2CCOCC2)ccc1F,-13,-1.6,24,-4,-21,-1,23,i,18,644*
COc1cc(/C=C/C(=O)OCC(=O)N2CCN(S(=O)(=O)c3ccc(C)cc3C)CC2)ccc1OC(F)F,5,1.2,2,-16,7,-6,1,-13,-3,0.8
COc1ccc(-n2nnnc2SCC(=O)NCCc2ccc(OC)c(OC)c2)cc1,5,0.9,-2,17,4,4,4,2,-3,-0.1
COc1cccc(/C=N\NC(=O)Cn2nnc3ccccc32)c1O,-6,-0.1,1,-9,-1,1,2,-21,-1,-6.9
COc1ccc(S(=O)(=O)NC2CCCC2)c(Cl)c1Cl,-8,1.2,-1,9,-1,5,-1,0,-2,0.3
CCOc1ccccc1NC(=O)C1CCCN1C(=O)c1cccs1 (stereo not drawn),-3,0.0,0,12,7,-1,2,-5,0,0.0
CCC(=O)NNc1ncnc2ccccc12,2,3.2,0,4,1,-6,1,7,-4,0.2
O=C(CCC(=O)N(CC(=O)NC1CCCC1)Cc1ccccc1)Nc1nccs1,3,-0.3,-1,2,-4,0,-6,-7,1,0.3
CC(CNC(=O)c1cccs1)c1ccc([N+](=O)[O-])cc1 (stereo not drawn),-3,0.3,0,4,-1,8,-3,5,0,0.3
O=C(CSc1nnc(-c2csc3c2CCCC3)o1)Nc1ccccc1,-1,2.1,1,9,-2,6,-1,-15,4,0.2
O=C(CN1CCN(c2ccccn2)CC1)Nc1cccc(Br)c1,-6,1.8,-7,2,7,4,0,-5,-2,-0.1
Cc1ccc(C)c(NC(=O)CN2C(=O)CC(C)S(=O)(=O)c3ccccc32)c1 (stereo not drawn),-2,0.3,-1,4,3,-9,1,0,-4,0.0
Cc1ccc(S(=O)(=O)NCCCNc2ccc([N+](=O)[O-])cc2)cc1,-26,-0.5,2,12,1,-1,-3,3,-5,-0.3
CSc1ccc(/C=C/C(=O)c2c(O)cc(C)oc2=O)cc1,-10,6.8,27,-6,7,1,-5,-53,-2,14*
COc1ccc(C(NC(=O)C(C)(C)C)NC(=O)C(C)(C)C)cc1,8,-1.5,0,-3,-7,-5,-1,-5,0,-0.1

# In the list so far, these contain two or more sulfur atoms.
SMILES,HGIII-sPLA2 inh,FXN GAA850 act,rCAG RNA binder,ASAP1 GAP inh,DDE Tn6 FP inh,ARFGAP1 inh,NPR2 activator,ADAM10 inh,GC-A act,proKLK7 act
Cc1cc(NC(=O)C(C)SCC(=O)Nc2cccc(S(=O)(=O)N3CCCCCC3)c2)no1 (stereo not drawn),-14,-0.1,2,20,-3,6,-2,-5,-2,-0.6
O=C(CSc1nnc(-c2csc3c2CCCC3)o1)Nc1ccccc1,-1,2.1,1,9,-2,6,-1,-15,4,0.2

# New compounds follow.
SMILES,HGIII-sPLA2 inh,FXN GAA850 act,rCAG RNA binder,ASAP1 GAP inh,DDE Tn6 FP inh,ARFGAP1 inh,NPR2 activator,ADAM10 inh,GC-A act,proKLK7 act
Brc1c(CSc2nc3ccccc3o2)nc2ncccn12,8,7.2,14,18,0,8,0,i,0,12
Cc1ccc(NC(=O)CCNS(=O)(=O)c2ccc(Br)s2)cc1,-19,0.5,3,-7,-2,2,3,8,-6,0.3
Cc1cc(Nc2ncc(Cl)cc2Cl)n(-c2ccccn2)n1,6,0.7,-1,8,2,-1,-3,5,8,-0.1
COC(=O)c1ccccc1NC(=S)N1CCC(N2CCCCC2)CC1,11,1.7,-4,9,0,5,8,-5,2,0.3
Cc1ccccc1S(=O)(=O)N(C)C[C@@H]1OCc2cn(nn2)CCCC(=O)N([C@H](C)CO)C[C@H]1C,7,0.5,0,-1,4,8,1,-10,3,-0.2
NC(=O)CSc1nnc2n(-c3ccccc3)c(=O)c3c4c(sc3n12)CCCCC4,2,0.5,2,1,-2,-7,-4,5,0,-0.1
COc1cc(C)nc(Nc2nc(C)c(C(C)=O)s2)n1,4,-0.3,6,-3,-4,6,8,-7,11,-1.1
CC(=O)Nc1cc(-c2ccc(C(=O)N3CCOCC3)cc2)cn2c(-c3cccc(C(F)(F)F)c3)cnc12,6,1.6,8,1,3,3,-1,-21,4,0.8
CCOC(=O)c1sc(NS(=O)(=O)c2ccccc2Cl)nc1C,-28,0.1,23,-4,-3,10,-2,3,3,0.3
CCOc1ccc(/C=N/OCC(=O)NC(c2ccccc2)c2ccccc2)cc1,-8,-0.5,-4,5,-4,-2,3,10,-1,0.5
CCCNC(=O)C(Cc1ccccc1)NC(=O)c1ccccc1 (stereo not drawn),1,0.9,-1,-1,-8,10,-4,1,-2,0.3
COCC(=O)Nc1cc(C)cn(Cc2ccccc2Cl)c1=O,0,1.9,2,-5,7,-3,-3,-3,3,0.0
O=C(CSc1ncnc2sc3c(c12)CCCC3)NC1CCS(=O)(=O)C1 (stereo not drawn),4,1.5,4,17,-1,1,-3,-22,0,0.0
COc1ccccc1CNC(=O)COC(=O)COc1ccccc1F,2,2.0,3,10,-4,1,-9,-3,-4,-0.3
CCOc1ccc2c(c1)c1nnc(SCC(=O)NC3CC3)nc1n2C,0,-0.5,4,-2,2,7,-5,7,8,0.2
COc1ccc(Br)cc1/C=C/C(=O)Nc1ccc(C)cc1,-13,1.7,6,11,-3,0,1,15,7,-0.1
CC(CC(=O)Nc1ccc(Cl)c([N+](=O)[O-])c1)c1ccccc1 (stereo not drawn),-15,-0.1,4,-11,1,-1,4,8,-2,-0.5
O=c1[nH][nH]c2c1C(c1ccc(F)cc1)OC(CCc1ccccc1)C2 (stereo not drawn),-51,·,18,9,-2,-12,-2,20*,3,0.4
CC(C)Oc1cccc(C(=O)C2CCCN(S(=O)(=O)C(C)C)C2)c1 (stereo not drawn),3,2.3,-7,7,3,9,3,3,3,0.0
O=C1C(Cl)=C(N2CCOCC2)C(=O)N1c1ccccc1F,17,0.2,1,14,-1,5,-1,8,1,-0.3
c1ccc(NCc2nc(-c3ccccc3)no2)cc1,-1,-0.1,1,8,2,6,7,-6,1,0.1
COc1ccc2nc(Nc3nc(C)c(C(C)=O)s3)sc2c1,-23,6.8,34,7,-4,11,0,-61,2,0.5
Nc1nc(=S)c2[nH]c(=S)[nH]c2[nH]1,6,0.8,2,-9,-1,5,0,-19,-2,-0.7
O=C(CSc1nc2c(c(C(F)(F)F)n1)CCc1ccccc1-2)NCc1ccc(F)cc1,6,1.8,2,-1,8,1,-3,4,7,0.1
COc1ccc2nc(C)cc(SCC(=O)N/N=C/c3ccc(O)c(O)c3)c2c1,-10,1.3,11,-11,1,-7,2,-5,-6,-0.1
CN(C)c1ccc(NC(=O)CC(NCc2ccccn2)C(=O)O)cc1 (stereo not drawn),15,-3.2,1,-10,-4,7,-5,2,-6,0.4
O=C1N(C2CCCC2)C[C@@H]2C[C@@H](c3cn[nH]c3-c3ccc(Cl)cc3)N3CCC[C@@]123,-7,-4.1,-6,1,-4,4,-12,2,-20,-0.3
CN1c2ccccc2C(C)(C)[C@]12C=Cc1cc(O)ccc1O2,3,0.1,8,10,-1,2,-8,-6,-2,0.4
O=C(CNC(=O)c1cccs1)NCCN1CCN(Cc2ccccc2)CC1,-1,1.2,-2,7,-5,1,5,-2,-1,0.0
O=C(N/N=C/c1ccc(OC(=O)c2ccco2)cc1)c1ccccn1,-3,7.8*,-5,9,-5,-5,-2,-2,-2,0.0
COCCNc1oc(COc2cccc(C)c2)nc1C#N,-6,1.0,-6,-4,4,-3,-1,1,3,-0.8
COc1ccccc1OC(=O)CN1C(=O)c2ccccc2C1=O,3,2.2,-6,10,0,4,1,-2,4,0.1
CCCCC1=NN(C(=O)c2ccncc2)C(O)(C(F)(F)F)C1 (stereo not drawn),-4,0.9,-5,6,5,11,0,1,5,-0.6
CCc1nnc(NC(=O)CSCc2cc(=O)n3nc(C)sc3n2)s1,4,0.3,0,-15,-1,-7,-1,-6,5,-0.5
Cc1ccccc1OCC(=O)N/N=C1\CCOc2c(C)cccc21,4,-0.3,1,8,-1,3,-6,-6,-3,-0.5
CS(=O)(=O)c1ccc(-n2nnc3ccccc32)c([N+](=O)[O-])c1,9,1.5,10,-8,0,1,-3,2,-1,-0.2
COc1ccc(C(=O)Nc2nnc(-c3cccs3)s2)cc1,-5,0.7,4,4,-1,-8,-6,7,0,0.5
O=C(NC(Cc1ccccc1)C(=O)O)/C(=C\c1ccc(Cl)cc1)NC(=O)c1ccccc1 (stereo not drawn),3,-0.3,18,6,-3,12,4,-10,1,-0.6
CC(=O)Nc1cc(-c2ccsc2)cn2c(-c3ccc(F)cc3)cnc12,3,3.3,11,2,0,-6,3,-135,-2,-10

# Compounds as they come. Share with any hit: about 4.5%.
